Source: PubChem (several laboratories)
Autophagy mod: modulators of autophagy | MEF GFP-LC3 puncta imaging; test concentration mostly 10 µM | calls only at 10 µM (by protocol) | 190,000 tested, 0.98% active;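 active means percentage of spot-positive cells more than 3 SD above its plate mean, without a fluorescence outlier flag or 80% toxicity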;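 further: spot-positive cell cutoff set from DMSO-treated cells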
Ins promoter up: MIN6 insulin promoter up-regulation. MIN6 insulin promoter-GFP reporter, high-content imaging; active compounds read high. z-score at 5 µM. 190,000 tested, 0.3% active;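 active means z-score above 3 at 5 µM with at least 500 cells counted in the well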
Dynein cargo inh: dynein cargo transport inhibition | z-score, hits read low | 3617.4 mouse cells, GR-EGFP nuclear translocation imaging; test concentration mostly 20 µM; stimulated with dexamethasone, 1 µM; active compounds read low | AID 1381 | 220,000 tested, 0.47% active;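 active means plate z-score of nuclear minus cytoplasmic receptor signal below a set negative limit, without overly bright fluorescence or cell loss, cut at about -3.5 in these data, passing the limit was not always enough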;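 further: z-score of nuclear minus cytoplasmic ring GR-EGFP intensity difference per well; some compounds called inactive have numbers as strong as hits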
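Schedule: 48 h induction, then 1 h compound, then 30 min agonist, 37 °C. Buffer or medium: tetracycline-free induction medium containing charcoal-stripped FBS. Reagent: 1.0 µM final dexamethasone stimulus. Evaluation: nuclear versus cytoplasmic GR-EGFP signal, averaged per well. Signal: high-content fluorescence imaging after fixation.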
MT stabilizer: microtubule stabilizers in HeLa cells. HeLa tubulin immunostaining HCS, 24 h; share of cells brighter than vehicle mean+2SD. % tubulin-high responders, % at 10 µM. 200,000 tested, 0.83% active. AID 2205;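 active means plate Z-score above 3 for both tubulin-high and condensed-nucleus cell shares, with cell loss under 80%, at 10 µM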;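 further: anti alpha tubulin signal scored within the nucleus-defined area of each cell; some results filed as inactive read as strong as hits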
XIAP antagonists: XIAP antagonists, biochemical, IAP family, fluorescence polarization (AID 1018); XIAP BIR domain, fluorescence polarization peptide displacement; higher % means a stronger effect; displacement, % at 20 µM, or IC50 in µM where a hit was titrated; 200,000 tested, 0.007% active; in the data active means displacement above about 50%; further: a part of the inactive calls stands beside numbers as strong as those of hits
bCat nuc transl: modulators of beta-catenin nuclear translocation; HeLa beta-catenin nuclear translocation, immunofluorescence imaging; nuclear translocation activity, % at 5 µM; 190,000 tested, 0.3% active;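 active means nuclear translocation activity above 50% at 5 µM, with a well cell count of 50 or more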;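 further: per-cell ratio of nuclear to cytoplasmic median beta-catenin stain intensity; plate controls were DMSO negative control for no effect and GSK-3 inhibitor IX positive control for full effect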
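System: Human HeLa cells, endogenous beta-catenin | Compound dosing: 5 µM primary, 0.02–20 µM confirmation | Timing: 24 h compound exposure at 37°C, 5% CO2 | Measured by: Fluorescence imaging of beta-catenin antibody stain plus DAPI | Read-out basis: % activation of per-cell nuclear versus cytoplasmic median beta-catenin signal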
CSM14.1 death rescue: protection against thapsigargin-triggered cell killing – 384-well, CSM14.1, ATP luminescence, primary screen (AID 1222). CSM14.1 thapsigargin-induced death rescue, ATP luminescence; higher % means a stronger effect. one-dose cellular ATP content (survival), % at 20 µM; EC50 in µM for titrated hits. 190,000 tested, under 10 active;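 active means EC50 below 50 µM in the dose-response confirmation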;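 further: death triggered by thapsigargin at about 15 µM added after 2 h compound pretreatment; cell ATP read after overnight thapsigargin exposure of roughly 18 to 22 hours; normalized against plate controls of thapsigargin alone and 5% DMSO vehicle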
Hep lipid drop: modulators of hepatic lipid droplet formation. AML12 mouse hepatocytes, oleate lipid droplets, BODIPY imaging. inhibition, % at 6.5 µM. 240,000 tested, 0.4% active. AID 1656;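 active means lipid droplet intensity inhibited by at least 50%, with more than 500 cells counted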
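Technique: fluorescence imaging, 20x objective, two fields per well / Assay system: AML12 hepatocytes (mouse) / Measure: % inhibition of lipid droplet signal / Doses: 6.5 µM single-point dosing / Incubation: overnight exposure / Reagent: 100 µM oleic acid challenge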
WT yeast gro inh: growth inhibition of WT yeast, mitochondrial fusion screen. mitochondrial fusion phenotypic screen, WT strain. inhibition, % at 10 µM. 190,000 tested, 2.1% active. AID 1362; in the data active means inhibition above about 58%; tested in S. cerevisiae
WT yeast gro inh mutant strain: second read-out of WT yeast gro inh, no call of its own (marks repeat the call); inhibition, %; mitochondrial fusion phenotypic screen, mutant strain inhibition
Dynein cargo inh cytoplasmic EGFP: recorded beside Dynein cargo inh, whose call it bears; z-score; measured here: cytoplasmic GR-EGFP intensity; active compounds read high
Dynein cargo inh nuclear GR-EGFP: also measured in Dynein cargo inh; calls as there; z-score; measured here: nuclear GR-EGFP intensity;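 lower value marks the stronger effect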
Dynein cargo inh cell count: second read-out of Dynein cargo inh, no call of its own (marks repeat the call); z-score; measured here: cell count per field
Ins promoter up cell count: also measured in Ins promoter up; calls as there; cell count; measured here: cytotoxicity, nuclei count;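 total cells summed across four imaged fields per well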
Hep lipid drop cells 6.5 µM: recorded beside Hep lipid drop, whose call it bears; cell count; measured here: cell count, cytotoxicity flag;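 cells counted across two imaged fields per well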
bCat nuc transl cell count 5 µM: also measured in bCat nuc transl; calls as there; cell count; measured here: cell count, cytotoxicity flag
MT stabilizer Hoechst-high %: further read-out of MT stabilizer, marked with its call; % Hoechst-high responders; measured here: nuclear condensation Hoechst responders;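 share of cells brighter than vehicle mean plus two SD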
MT stabilizer cytotoxicity %: recorded beside MT stabilizer, whose call it bears; toxicity, %; measured here: cytotoxicity by cell density;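 0% = mean cell density of plate MIN control wells and 100% = no cells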
Autophagy mod cell loss 18 h: further read-out of Autophagy mod, marked with its call; toxicity, %; measured here: cell loss, nuclei count;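 cell loss after 18 h compound exposure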
The depositor's hits bear a star; i = inactive; . = no result given.

SMILES	Autophagy mod	Autophagy mod cell loss 18 h	Ins promoter up	Ins promoter up cell count	Dynein cargo inh	Dynein cargo inh cytoplasmic EGFP	Dynein cargo inh nuclear GR-EGFP	Dynein cargo inh cell count	MT stabilizer	MT stabilizer Hoechst-high %	MT stabilizer cytotoxicity %	XIAP antagonists	bCat nuc transl	bCat nuc transl cell count 5 µM	CSM14.1 death rescue	Hep lipid drop	Hep lipid drop cells 6.5 µM	WT yeast gro inh	WT yeast gro inh mutant strain
Cc1ccc(C(=O)N2CCN(c3ncnc4c(-c5ccccc5)nsc34)CC2)cc1	i	5.4	0.69	1406	2.17	0.0499	1.18	-2.22	1.0	1.0	4.0	13.8%	0.2	1559	5.9%	2.9	645	12.8	4.9
CC(C)CC(=O)Nc1cc(NC(=O)CC(C)C)cc(C(=O)NC(C)(C)C)c1	i	-15.8	.	.	0.116	-0.18	0.125	0.184	1.4	1.5	9.4	-3.0%	.	.	-0.8%	13.9	781	-19.8	-22.0
O=C(COC(=O)c1ccco1)NCc1ccc(F)cc1	i	8.3	0.06	1481	-1.17	-0.317	-0.555	1.26	5.5	2.0	5.5	0.3%	0.4	1478	2.8%	-5.2	709	-9.0	5.2
CC1=C(C(=O)Nc2cccnc2)C(c2cccnc2)n2nc(-c3cccs3)nc2N1 (stereo not drawn)	i	4.9	0.19	1650	-0.0485	-0.251	0.255	0.367	5.6	2.4	3.5	-2.4%	1.4	1328	-1.7%	.	.	8.3	30.4
Cc1ccc(C(=O)N2N=C(c3ccccc3)CC2(O)C(F)(F)F)o1 (stereo not drawn)	i	0.2	-0.24	1625	-1.31	-0.273	-0.689	1.78	3.4	2.1	7.8	-1.6%	-3.0	1029	6.1%	-20.0	647	18.4	10.0
CCOC(=O)c1sc(NC(C)=O)nc1-c1ccccc1	i	-1.7	0.3	1465	-0.366	-0.0886	-0.0421	0.978	4.7	1.2	8.1	0.2%	0.6	1410	-0.9%	.	.	-11.8	1.3
C(#Cc1ccccc1)CN1CCOCC1	i	1.2	-0.79	1298	-0.725	-0.248	-0.51	0.588	3.0	1.5	3.7	0.7%	-0.2	1048	1.9%	4.9	807	-10.6	-0.7
CS(=O)(=O)N(Cc1ccccc1)c1ccc(C(=O)NC2CCCCC2O)cc1 (stereo not drawn)	i	5.9	.	.	-2.02	-0.366	-0.807	0.76	2.2	2.8	11.8	-2.1%	-6.2	943	1.0%	.	.	-7.8	-2.0
CCOC(=O)Cc1nnc(Nc2cccc(O)c2)c2ccccc12	i	-10.6	0.13	859	0.32	-0.244	0.267	0.712	2.3	2.2	2.4	-4.7%	.	.	-0.4%	2.8	721	-5.0	-24.4
COc1ccc(C2CC(c3ccccc3)=NN2C(=S)Nc2ccccc2)cc1 (stereo not drawn)	i	8.9	-0.05	1625	0.136	-0.122	-0.159	0.0805	2.1	2.7	6.7	5.5%	-3.1	1007	0.4%	4.6	648	14.8	-6.5
CC(C)(C)n1cnc2cc(NS(=O)(=O)c3ccccc3)ccc21	i	-2.8	-0.14	1307	0.749	-0.186	0.321	-0.849	2.9	1.3	4.0	-1.6%	.	.	-1.2%	-9.0	769	-7.9	-15.5
CCOc1ccc(N=C/C=C/c2ccccc2)c(O)c1	.	.	-0.08	981	-0.478	-0.256	-0.634	0.937	.	.	.	.	-1.4	1350	.	30.6	875	.	.
CCn1c(C)nc2cc(C(=O)NNS(=O)(=O)c3c(F)cc(F)c(Cl)c3F)ccc21	i	2.1	0.77	1209	-0.541	-0.231	-0.676	0.149	5.0	3.7	3.5	-1.0%	1.2	1080	2.2%	0.3	689	-8.2	-7.5
COc1ccccc1N1C(=O)C2C3C=CC(C3)C2(C)C1=O (stereo not drawn)	i	-14.6	0.03	973	-0.654	-0.0909	0.114	0.558	3.0	1.8	4.8	3.8%	-0.4	1131	0.8%	.	.	20.5	34.0
Nc1nc(N2CCN(C(c3ccccc3)c3ccccc3)CC2)n[nH]1	i	-26.4	1.11	1550	-0.0349	-0.248	0.106	0.34	1.2	1.1	5.6	-7.2%	-1.1	1519	-2.1%	-12.5	707	6.0	7.9
COc1ccc(CNC(=S)N/N=C(\C)c2ccc(OC)cc2)cc1	.	.	-0.04	1121	1.29	-0.179	0.526	-1.32	.	.	.	.	-1.5	1350	.	-2.2	737	.	.
COc1ccccc1NC(C)C(=O)N/N=C/c1cccs1 (stereo not drawn)	i	-0.9	0.54	1222	0.00787	-0.334	0.018	0.466	3.1	2.2	6.3	-2.9%	-2.9	1105	-0.4%	-47.4	691	-0.1	2.0
O=C(Nc1cc([N+](=O)[O-])ccc1F)c1ccc2c(c1)OCCO2	i	1.5	0.01	1146	-0.366	-0.145	-0.021	0.292	3.2	3.0	3.0	-11.7%	-0.9	1170	-4.9%	14.8	614	-12.9	0.6
c1ccc2[nH]c(NCCN3CCOCC3)nc2c1	i	-0.9	0.66	1178	0.738	-0.227	0.369	0.273	3.7	1.3	5.0	-6.4%	-1.8	1209	-3.3%	0.4	728	17.6	19.6
Cc1cccc(-n2cc[nH]c2=S)c1	i	0.8	0.08	1320	1.34	-0.242	0.906	-0.844	2.2	1.6	1.3	-3.9%	-1.4	552	-2.4%	12.6	615	13.0	17.9
O=C(Nc1ccc(F)cc1F)N1CCCC(c2nc(-c3ccc(F)cc3)no2)C1 (stereo not drawn)	i	19.8	0.38	1396	-0.14	-0.259	0.131	0.16	2.7	2.5	11.6	-1.3%	0.9	1531	7.3%	-0.8	683	14.4	4.5
O=C(O)c1ccccc1Nc1cccc(C(F)(F)F)c1	i	-1.3	.	.	0.462	-0.269	0.429	1.04	3.2	1.8	9.5	-1.2%	-3.5	596	-1.1%	1.3	665	-13.7	-18.4
O=C(CCC(=O)c1ccc(Oc2ccccc2)cc1)Nc1cccc(Cl)c1	i	-1.5	-0.09	1575	1.89	-0.216	0.73	-0.255	5.7	2.2	0.4	-15.3%	0.2	1102	0.5%	-3.6	626	14.0	-6.3
Fc1ccc(/C=N/NC2=Nc3cccc4cccc2c34)cc1	i	14.2	0.52	1329	0.899	0.0157	0.599	-0.568	1.6	2.2	5.0	-9.9%	-0.4	954	-2.4%	-3.9	661	14.8	3.9
COC/C=C/C1=CC2=CC(=O)C(C)(OC(=O)c3cnc4ccccc4n3)C(=O)C2=CN1c1ccccc1 (stereo not drawn)	.	.	-0.09	1070	-3.15	-0.161	-1.51	0.566	.	.	.	.	0.1	1199	.	19.3	747	.	.
SMILES	Autophagy mod	Autophagy mod cell loss 18 h	Ins promoter up	Ins promoter up cell count	Dynein cargo inh	Dynein cargo inh cytoplasmic EGFP	Dynein cargo inh nuclear GR-EGFP	Dynein cargo inh cell count	MT stabilizer	MT stabilizer Hoechst-high %	MT stabilizer cytotoxicity %	XIAP antagonists	bCat nuc transl	bCat nuc transl cell count 5 µM	CSM14.1 death rescue	Hep lipid drop	Hep lipid drop cells 6.5 µM	WT yeast gro inh	WT yeast gro inh mutant strain
CC1CC(C(F)(F)F)n2ncnc2N1 (stereo not drawn)	i	-1.2	.	.	0.359	-0.308	-0.274	0.827	2.4	2.8	7.8	-6.0%	-2.9	1086	-2.4%	4.8	721	-32.9	0.4
CNC(=O)/C(C#N)=C/c1cn(CC(=O)NCc2ccco2)c2ccccc12	i	12.8	0.14	1283	-0.194	-0.197	0.359	0.505	6.2	2.8	6.0	-15.7%	-1.0	1097	-0.3%	12.9	671	-8.1	1.8
Cc1ccccc1NC(=O)c1sc2nc3c(c(-c4ccco4)c2c1N)CCC3	i	-5.5	-0.61	1208	-1.82	6.29	0.554	1.04	2.2	2.3	7.6	-4.0%	2.2	1095	-0.2%	.	.	-0.8	-14.8
CCOCCCNC(=O)CC1Oc2ccc(C)cc2NC1=O (stereo not drawn)	i	7.6	0.32	1815	-0.263	-0.199	0.0854	-0.269	4.3	2.2	12.0	-3.8%	1.3	1037	-1.5%	1.9	544	-24.9	-7.1
O=C1CC(N2CCN(C(c3ccccc3)c3ccccc3)CC2)C(=O)N1Cc1ccc(N2CCCC2=O)cc1 (stereo not drawn)	i	2.0	-0.32	1413	-0.559	-0.261	-1.02	1.2	3.6	2.0	8.1	-3.2%	1.0	1398	0.8%	.	.	8.9	-22.9
Cc1ccc(S(=O)(=O)NNC(=O)c2cc3cc4ccccc4nc3s2)cc1	i	1.1	.	.	0.17	-0.239	-0.474	0.396	0.8	1.8	8.2	1.8%	.	.	0.4%	.	.	21.5	6.6
O=C(Oc1ccc([N+](=O)[O-])cc1)c1cncc(Br)c1	i	4.8	0.2	1160	-0.57	-0.199	-0.094	0.125	7.6	1.6	8.8	2.7%	1.3	944	2.6%	1.6	651	5.4	18.0
CCOC(=O)N1CCC(Nc2cc(C)nc3c(-c4ccccc4OC)c(C)nn23)CC1	i	-1.9	.	.	-1.16	-0.17	-0.513	0.57	2.0	2.6	8.6	-7.3%	-2.5	1157	-0.4%	-14.3	666	11.0	-3.8
CC/C(=N\NC(=O)c1cc(C)nc2ccccc12)c1ccc(C)s1	i	-6.9	0.07	1293	-0.161	-0.132	-0.208	0.0933	3.6	3.3	3.0	-3.0%	-1.7	545	0.6%	.	.	-1.8	-20.0
